CAL PDZ FP-1 = blocks peptide binding to the human CAL PDZ domain; Q9HD26; purified CAL PDZ, TMR-peptide fluorescence polarization, 1 h; inhibition, % at 24.9 µM; 0.92% of 300,000 active; AID 602252;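 active means mean inhibition of at least 30% with at least half of replicates also reaching 30%; inconclusive means no clear call, values can overlap the other calls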;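 further: 0% = DMSO neutral control and 100% = excess unlabeled competitor peptide PRC23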
dFosB activator = activators of mouse delta FosB homodimer; P13346; purified delta FosB, TAMRA-CDK5 oligo fluorescence polarization; percent of positive-control signal above neutral wells; activation, % at 25 µM; 0.99% of 340,000 active; AID 493131;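 active means mean activation above about 17%, with every replicate also reaching it, limit read from the data, passing the limit was not always enough; inconclusive means only one of the two conditions met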;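 further: fluorescence polarization rise as delta FosB binds a TAMRA Cdk5 AP-1 oligo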
Target sequence (P13346 whole entry, looked up): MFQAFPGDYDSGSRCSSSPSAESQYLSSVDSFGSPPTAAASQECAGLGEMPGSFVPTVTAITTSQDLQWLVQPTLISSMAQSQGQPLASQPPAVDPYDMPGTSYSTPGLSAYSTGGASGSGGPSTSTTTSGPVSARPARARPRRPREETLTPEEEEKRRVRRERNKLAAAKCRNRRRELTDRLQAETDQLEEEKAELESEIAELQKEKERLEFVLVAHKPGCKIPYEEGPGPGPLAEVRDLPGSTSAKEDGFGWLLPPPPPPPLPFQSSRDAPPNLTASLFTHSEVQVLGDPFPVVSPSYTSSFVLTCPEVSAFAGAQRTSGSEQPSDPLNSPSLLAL
Rtt109 HAT inh = C. albicans Rtt109 histone acetyltransferase inhibition; Q5AAJ8; purified Rtt109/Vps75, ThioGlo CoA-SH fluorescence, 4 h; inhibition, % at 34.9 µM; 0.16% of 330,000 active; AID 540336;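 active means inhibition of at least 50% in every replicate; inconclusive means best replicate reaches 50% inhibition but some replicates fall short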
Target sequence (Q5AAJ8 whole entry, looked up): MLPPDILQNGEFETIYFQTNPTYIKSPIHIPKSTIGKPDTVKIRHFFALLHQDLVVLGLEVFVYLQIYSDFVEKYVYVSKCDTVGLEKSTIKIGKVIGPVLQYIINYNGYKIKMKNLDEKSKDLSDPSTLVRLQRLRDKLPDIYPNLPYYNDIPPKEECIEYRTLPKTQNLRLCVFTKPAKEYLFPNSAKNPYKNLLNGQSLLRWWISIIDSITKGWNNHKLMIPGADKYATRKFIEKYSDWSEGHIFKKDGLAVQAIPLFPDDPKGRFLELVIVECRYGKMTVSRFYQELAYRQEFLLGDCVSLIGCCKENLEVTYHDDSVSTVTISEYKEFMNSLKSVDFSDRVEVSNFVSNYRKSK
Tat transport = E. coli Tat transport inhibition | 0.036% of 340,000 active | E. coli MC4100 TorA-mCherry Tat export, fluorescence | inhibition, % at 10 µM;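 active means mean replicate inhibition at least 50% and at least half of replicates individually reaching 50%; inconclusive means only one of the two criteria met; inactive means neither criterion met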;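 further: exported cargo escapes ClpAP degradation while cytoplasmic cargo is degraded and loses fluorescence; 0% = median of neutral control wells and 100% = median of NaSCN control wells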
V-ATPase pH = regulators of yeast V-ATPase proton transport; S. cerevisiae, pHLuorin cytosolic pH fluorescence; response, % at 10 µM; 0.37% of 350,000 active; in the data active means response mostly above about 7.3%, no sharp cut-off; inactive means mostly below about 5.4%; further: actives read high; inactives centre near 0; some compounds called inactive have numbers as strong as hits; reference of the scale not given here
MITF act = increases MITF-driven TRPM1 promoter luciferase signal | activation, % at 12.5 µM | AID 588334 | 0.75% of 300,000 active | SK-MEL-5 TRPM1-promoter luciferase, 24 h; % of positive control, neutral wells = 0;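 active means mean activation of at least 80% with every replicate also reaching 80%; inconclusive means mean reaches 80% but some replicate falls short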;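 further: 0% = neutral control wells and 100% = parthenolide positive control wells; values of inactives mirror those of a sister screen read the other way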
CAL PDZ FP-2 = inhibitors of human CAL PDZ peptide binding. Q9HD26. purified CAL PDZ, TMR-peptide fluorescence polarization, 1 h. inhibition, % at 20 µM. 0.02% of 330,000 active. AID 504414;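 active means highest replicate inhibition of at least 40%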;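 further: plate controls were DMSO neutral control wells for no effect and unlabeled competitor peptide control wells for full effect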
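System: tagged CAL PDZ domain. Schedule: 1 h room-temperature incubation prior to read. Signal: fluorescence polarization (mP). Measure: percent inhibition from loss of millipolarization.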
RTF Ca sens act = cardiac RTF calcium sensitization. IANBD-labeled TnC RTF fluorescence at EC20 calcium; 0% EC20 calcium, 100% full calcium. activation, % at 7.2 µM. 0.24% of 340,000 active. AID 493008;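 active means activation above the mean over all tested compounds plus 3 SD, cut at about 30% in these data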;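 further: rise in fluorescence read as greater calcium sensitivity of cardiac thin filaments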
CDK5 inh = CDK5/p35 (human) kinase inhibition; 0.01% of 330,000 active; Recombinant CDK5/p35, ADP-Glo luminescence, 60 min; inhibition, % at 10 µM; Q00535+Q15078;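 active means highest replicate inhibition of at least 50% and at least 75% of replicates reaching 50%; inconclusive means only one of the two criteria met; inactive means both criteria failed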;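 further: plate controls were DMSO neutral control for no effect and GW8510 at 10 µM for full effect; many of its hits are not listed in these tables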
Wnt bcat act = Wnt/beta-catenin pathway activation. Wnt/beta-catenin reporter cell assay, activator, plate reader. 1.2% of 300,000 active. activation, % at 9.35 µM. AID 743398; in the data active means activation above about 30%, passing the limit was not always enough; inconclusive means no clear call, values can overlap the other calls;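 further: 0% = neutral control wells and 100% = positive control wells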
* marks the source's active call; other numbers are inactive results; i = inactive; ? = inconclusive; . = no result given. Rows were taken by chance. About 4.1% of those tested had a hit in this group.

SMILES	CAL PDZ FP-1	dFosB activator	Rtt109 HAT inh	Tat transport	V-ATPase pH	MITF act	CAL PDZ FP-2	RTF Ca sens act	CDK5 inh	Wnt bcat act
CC(C)C[C@@H](CNCC(=O)[C@H](CC(C)C)NC(=O)c1[nH]cnc1C(=O)N[C@H](CN)CC(C)C)NC(=O)c1nc[nH]c1C(=O)N[C@@H](CC(=O)O)C(=O)O	0	-1	-1	5	0	0	-0.1	-4	-5.2	-1
COC(=O)[C@H](CC(C)C)NCc1cccc(CN[C@@H](CC(C)C)C(=O)OC)c1	-1	5	6	0	-3	-3	0.1	-4	-2.2	-4
O=C(NCc1ccccc1F)C1CCCN(C(=O)NC2CCCCC2)C1 (stereo unspecified)	-3	-4	0	-1	-10	.	-0.5	0	-0.4	2
Cc1c(NC(=S)NC(=O)c2ccc(Br)o2)c(=O)n(-c2ccccc2)n1C	-1	-6	12	-4	7	-3	-1.9	-9	-0.1	11
COc1ccccc1NC(=O)Cn1nnc(-c2ccccc2NC(=O)c2ccco2)n1	-2	0	0	-4	-4	-36	-1.2	-5	-0.5	.
CN(C)C1(CNCC(O)c2ccccc2)CCCCC1 (stereo unspecified)	5	-7	3	1	-2	5	1.0	3	0.1	-2
O=c1c2ccccc2[nH]c2ccc(O)cc12	-2	-4	-149	-25	-2	9	-1.7	10	1.2	-3
NC(=O)Cc1nc(-c2ccc(Br)cc2)cs1	0	-5	-4	-1	4	9	-0.7	7	2.4	4
CN1CCN(CC(=O)Nc2c(C(=O)c3ccccc3)oc3ccccc23)CC1	-4	-17	11	19	-1	7	-4.3	5	1.2	0
COc1ccc(OC)c(N(CC(=O)N2CCCC2)S(=O)(=O)c2ccccc2)c1	-7	-3	4	-6	4	-8	-0.1	-3	1.1	0
COCCCNC(=O)c1ccccc1N(Cc1ccccc1)S(=O)(=O)c1ccc(OC)cc1	-6	-13	24	-5	-3	0	0.2	5	0.8	1
CC(C)Sc1nc2sccc2c(=O)n1-c1ccccc1	0	-2	0	12	4	3	-2.5	0	2.1	22
CCn1ccc(C(=O)Oc2ccc(C(C)C)cc2)n1	-4	-8	-2	1	10	33	-2.3	-9	0.0	-4
N#Cc1c(N)n(-c2cccc(O)c2)c2nc3ccccc3nc12	-3	-21	-63	-1	-2	22	-0.7	6	-0.1	4
COC(=O)c1ccc2c(c1)c(-c1ccccc1)c(-c1ccccc1)n2C	-2	-17	-6	-6	-2	7	0.1	-3	-0.2	-1
O=C1C(=O)N(CCCN2CCOCC2)C(c2ccc(Cl)cc2)/C1=C(/O)c1ccc(F)cc1 (stereo unspecified)	-2	-11	6	-1	1	.	0.4	0	6.1	-1
Clc1cccc(/C=N/Nc2ncnc3ccccc23)c1	2	-9	-4	-6	1	.	-9.6	0	0.5	.
COCCCN(C(=S)NC(=O)c1ccc(C(C)(C)C)cc1)c1c(N)n(Cc2ccccc2)c(=O)[nH]c1=O	-4	-2	23	-24	-1	-6	0.4	11	0.6	1
CCOC(=O)c1c(NC(=O)OC)sc(C(=O)N(CC)CC)c1C	-1	-1	3	1	1	-2	1.2	0	-1.6	-1
NS(=O)(=O)c1ccc(CCNC(=O)CC(NC(=O)c2ccccc2Cl)c2ccccc2)cc1 (stereo unspecified)	-1	5	-6	2	6	-3	-1.5	5	1.5	-2
S=c1[nH]nc(-c2ccco2)n1/N=C/c1ccc(Cl)cc1Cl	2	1	-7	-5	-1	.	-1.0	-3	0.4	-1
CCCNC(=S)N1CCC(NC(=O)c2ccc(OC)cc2)CC1	5	4	-6	-10	-4	.	-0.8	-9	1.2	0
COc1ccc(Nc2nc(NC(C)(C)C)nc(N3CCCC3)n2)c(OC)c1	.	5	16	-2	0	0	-0.3	-5	0.2	.
COc1ccc(/C=C2\SC(=O)N(CC(=O)Nc3cccnc3)C2=O)cc1OC	-1	-1	2	3	-1	4	-2.6	-1	-2.2	-2
COc1cc(CNCC(C)C)c(Br)cc1OCC(=O)NCc1ccccc1	.	-2	4	1	0	-2	-0.3	-4	-1.1	.
Nc1c(C(=O)Nc2ccc3c(c2)OCCO3)nnn1Cc1cccc(Cl)c1	-4	-1	-9	9	0	101*	-1.8	-17	-0.2	47*
CCC(=O)NC(c1ccc(OC)cc1)c1cc(Cl)c2cccnc2c1O (stereo unspecified)	.	-5	5	0	-1	-44	0.2	2	-3.0	-5
O=C(CCn1c(=O)c2sccc2n(Cc2cc(=O)n3ccccc3n2)c1=O)NCc1ccco1	.	0	-4	1	4	-8	-0.6	2	0.3	-5
O=C(CCS(=O)(=O)c1ccc(F)cc1)Nc1nc(-c2ccncc2)cs1	-1	-10	4	1	1	-20	-3.3	0	1.6	0
Cc1ccc(OCCOc2ccc(Br)cc2/C=N\NC(N)=O)cc1	-1	-1	-2	-1	2	15	-2.1	-1	-0.5	-5

Pulled by structure from the list above (2):
SMILES	CAL PDZ FP-1	dFosB activator	Rtt109 HAT inh	Tat transport	V-ATPase pH	MITF act	CAL PDZ FP-2	RTF Ca sens act	CDK5 inh	Wnt bcat act
COC(=O)c1ccc2c(c1)c(-c1ccccc1)c(-c1ccccc1)n2C	-2	-17	-6	-6	-2	7	0.1	-3	-0.2	-1
COC(=O)[C@H](CC(C)C)NCc1cccc(CN[C@@H](CC(C)C)C(=O)OC)c1	-1	5	6	0	-3	-3	0.1	-4	-2.2	-4

The listing continues.
SMILES	CAL PDZ FP-1	dFosB activator	Rtt109 HAT inh	Tat transport	V-ATPase pH	MITF act	CAL PDZ FP-2	RTF Ca sens act	CDK5 inh	Wnt bcat act
COc1ccc(CC(=O)Nc2ccc(S(=O)(=O)Nc3nc(C)cc(C)n3)cc2)cc1	-3	-3	0	3	1	3	-0.3	2	3.8	-11
Cc1ccc2nc(/C(C#N)=C\c3ccc(N4CCOCC4)o3)[nH]c2c1	-12	-19	4	-36	3	74	.	152*	1.7	.
O=C(Cn1[nH]c(=O)c2ccccc2c1=O)NCC1COc2ccccc2O1 (stereo unspecified)	-2	-6	1	-2	0	0	-1.9	2	-1.1	2
COc1ccc(CN2CCN(C(=O)CCC(=O)Nc3nnc(C4CCCCC4)s3)CC2)cc1F	3	-11	22	3	-5	-15	-0.1	-3	0.4	-1
Cc1cccc(Sc2ccc([N+](=O)[O-])cc2[N+](=O)[O-])n1	-1	-1	-6	-11	2	-1	-0.8	1	-2.5	-7
O=C(CCCNC(=O)c1ccc(Cl)cc1)Nc1nccs1	0	0	-1	11	4	-14	-1.4	1	1.1	-1
CCOc1ccc(NC(=O)NN2C(C)CCCC2C)cc1 (stereo unspecified)	-6	-10	-3	9	-2	-22	.	-5	0.7	-1
C=CCN(C(=O)CSC1=NC(=O)CN1C(C)=O)c1nc(C)c(-c2ccccc2)s1	-1	-7	-3	-1	-4	31	-1.2	-3	0.2	-3
O=C(Cn1ccc([N+](=O)[O-])n1)Nc1nccs1	8	-4	7	1	-1	13	-0.6	-5	1.4	-1
COc1ccc(OC)c(/C=N/NC(=O)c2cc[n+](Cc3ccccc3)cc2)c1	-1	-3	-2	2	-2	-7	-3.3	-3	-1.0	-2
CCN(CC)c1ccc(NC(=O)c2cccc(C)c2)cc1S(=O)(=O)Nc1ccccc1OC	-3	-4	-6	-8	2	-5	-0.7	3	-2.5	-4
CC1CN(C(=O)c2cc3c(=O)n4ccccc4nc3n2C)CC(C)O1 (stereo unspecified)	-3	4	i	-3	2	3	-1.2	-7	0.3	1
c1ccc(-c2cc3c(ccc4nonc43)nn2)cc1	-6	0	13	-1	0	8	-0.5	-2	-5.3	0
COc1ccc2oc(=O)c(C(=O)NC3CCCCCC3)cc2c1	.	-11	-1	34	-2	48	0.0	7	-7.4	?
O=C(CN1CCCC1)NC(c1ccccc1)c1ccccc1	-5	-1	1	-9	-3	.	0.4	4	-3.7	-1
CC(=O)c1ccc(NC(=O)[C@@H]2CCCN2C(=O)OC(C)(C)C)cc1	-6	-3	-2	0	7	32	-0.2	-1	-2.4	6
CCn1c(CCC(=O)Nc2nc3c(s2)CCCC3)nc2cc(S(=O)(=O)N(C)C)ccc21	5	-11	5	5	-1	10	-0.9	0	1.5	5
CC(C)CNC(=O)c1noc2c1CCCC2	.	-6	4	-1	-3	10	-0.8	1	-2.5	1
CN(CCc1ccccn1)Cc1ccc(Cl)c(Cl)c1	.	-1	0	5	1	-2	1.3	5	-4.0	-1
CCCCNC(=O)CCn1c(=O)c2cccn2c2ccc(F)cc21	-7	-8	1	3	1	-1	-2.1	-2	-1.3	0
Cc1ccc(NC(=O)c2ccc(CN3CCN(C)CC3)cc2)cc1Nc1nccc(-c2cccnc2)n1	-8	?	13	0	0	22	-3.0	2	.	3
COc1ccc(C2=NS(=O)(=O)N(C)C(C(=O)NCc3ccccc3)=C2)cc1OC	.	5	4	-12	2	-5	-0.9	1	0.5	1
C/C(=N\Nc1ccccc1)c1cccs1	.	2	-2	-2	-6	-6	0.0	-2	0.0	20
CCc1ccccc1NC(=O)CN(C)C(=O)c1cc(C2CC2)nc2c1cnn2C(C)C	0	-13	0	-3	0	-5	-0.7	1	-9.1	1
CCOC(=O)CC(=O)CSc1nc(N)c(C#N)c(-c2ccc(Cl)cc2)c1C#N	.	-8	-3	-3	-1	8	-2.5	1	1.3	-2

10 entries already listed, sorted by molar mass, rising.
SMILES	CAL PDZ FP-1	dFosB activator	Rtt109 HAT inh	Tat transport	V-ATPase pH	MITF act	CAL PDZ FP-2	RTF Ca sens act	CDK5 inh	Wnt bcat act
CC(C)CNC(=O)c1noc2c1CCCC2	.	-6	4	-1	-3	10	-0.8	1	-2.5	1
O=C(Cn1ccc([N+](=O)[O-])n1)Nc1nccs1	8	-4	7	1	-1	13	-0.6	-5	1.4	-1
CC1CN(C(=O)c2cc3c(=O)n4ccccc4nc3n2C)CC(C)O1 (stereo unspecified)	-3	4	i	-3	2	3	-1.2	-7	0.3	1
CCOC(=O)c1c(NC(=O)OC)sc(C(=O)N(CC)CC)c1C	-1	-1	3	1	1	-2	1.2	0	-1.6	-1
CCC(=O)NC(c1ccc(OC)cc1)c1cc(Cl)c2cccnc2c1O (stereo unspecified)	.	-5	5	0	-1	-44	0.2	2	-3.0	-5
Cc1ccc(OCCOc2ccc(Br)cc2/C=N\NC(N)=O)cc1	-1	-1	-2	-1	2	15	-2.1	-1	-0.5	-5
COc1ccc(/C=C2\SC(=O)N(CC(=O)Nc3cccnc3)C2=O)cc1OC	-1	-1	2	3	-1	4	-2.6	-1	-2.2	-2
COc1ccc(OC)c(N(CC(=O)N2CCCC2)S(=O)(=O)c2ccccc2)c1	-7	-3	4	-6	4	-8	-0.1	-3	1.1	0
CCn1c(CCC(=O)Nc2nc3c(s2)CCCC3)nc2cc(S(=O)(=O)N(C)C)ccc21	5	-11	5	5	-1	10	-0.9	0	1.5	5
COCCCN(C(=S)NC(=O)c1ccc(C(C)(C)C)cc1)c1c(N)n(Cc2ccccc2)c(=O)[nH]c1=O	-4	-2	23	-24	-1	-6	0.4	11	0.6	1
